Dicer processing = human Dicer pre-microRNA cleavage inhibition | 6% of 47,000 active | z-score at 25 µM | AID 1347074 | cat-ELCCA pre-miR-21 Dicer processing, chemiluminescence; active compounds read high; in the data active = z-score above about 3, passing the limit was not always enough;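 also: plate controls were vehicle for no effect and no enzyme for full effect; higher signal means more uncleaved substrate so more Dicer inhibition; strong numbers were not always called active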
Starred values were filed as active, the others as inactive. These rows are one share of the data; the hit share may differ from the screen's.

no. | mol | Dicer processing
1 | CC1(C)CC(=O)c2cc(NC(=O)c3ccc(Cl)cc3)c(=O)oc2C1 | -0.71
2 | Nc1cc(C(F)(F)F)ccc1NCCc1ccccn1 | 0.96
3 | Nc1nc(COc2ccccc2Cl)ncc1S(=O)(=O)c1ccccc1 | -2.4
4 | O=C1NC(=O)/C(=C/c2ccc(OS(=O)(=O)c3ccc(F)cc3F)cc2)N1 | 2.1
5 | S=c1nc(CCCCc2nc(=S)[nH][nH]2)[nH][nH]1 | -0.7
6 | O=[N+]([O-])c1cccnc1Sc1ccc(Cl)cc1 | -0.8
7 | Cc1ccc(S(=O)(=O)c2cc(C(F)(F)F)cc(C(F)(F)F)c2)cc1 | 0.23
8 | COC(=O)c1sc(Br)c(Br)c1OC(=O)c1ccc(Cl)cc1 | -1.2
9 | CCOC(=O)CSc1nc2ccccc2o1 | -0.67
10 | O=C(OCc1ccccc1)c1cnc(Sc2ccc(Cl)cc2)nc1C(F)(F)F | -3.2
11 | COc1ccc2c(c1OC)C(=O)OC2Nc1ccc(Br)cn1 (configuration not stated) | 0.86
12 | O=[N+]([O-])c1ccc(CO/N=C(/c2ccc(Cl)cc2)C2CC2)cc1 | 0.71
13 | COc1ccc(-c2cc(C(F)(F)F)nc(SCC(N)=O)n2)cc1 | 1.2
14 | c1ccc2sc(SCSc3nc4ccccc4s3)nc2c1 | -1.6
15 | CC1=C(C(=O)OC2CCCC2)C(c2coc3ccc(C)cc3c2=O)C2=C(CC(C)(C)CC2=O)N1 (configuration not stated) | 2
16 | O=C(O)CCCC(=O)Nc1ccc(F)c(F)c1F | 0.2
17 | COc1ccc(OC)c(C(=O)c2coc3ccc(O)c(CN(C)C)c23)c1 | 0.83
18 | CC(Oc1ccc(Cl)cc1Cl)/C(N)=N/OC(=O)c1ccc(C(C)(C)C)cc1 (configuration not stated) | 0.62
19 | COc1ccc(C2C3=C(CCCC3=O)Nc3ncnn32)cc1OC (configuration not stated) | -0.52
20 | Clc1ccccc1CSc1nccc(-c2csc(-c3ccccc3)n2)n1 | -0.09
21 | O=[N+]([O-])c1ccc(C2CC2(Br)Br)cc1 (configuration not stated) | -1.2
22 | CN1c2ccsc2-c2nc(SCC(=O)c3ccc(Cl)cc3)ncc2S1(=O)=O | -1.6
23 | Cn1nc(-c2ccc(S(=O)(=O)N3CCN(CCc4ccccc4)CC3)s2)cc1C(F)(F)F | -0.7
24 | Cc1[nH]c(=S)[nH]c(=O)c1Cc1c(F)cccc1Cl | 4.2
25 | CC(C)(C)NC(=O)[C@@H]1C[C@@H]2CCCC[C@@H]2CN1C[C@@H](O)[C@H](Cc1ccccc1)NC(=O)[C@H](CC(N)=O)NC(=O)c1ccc2ccccc2n1 | 0.03
26 | COCCOC(=O)c1ccc2nc(N)sc2c1 | 0.45
27 | Cc1cccc(N2C(=O)C3CN=NC3(C)C2=O)c1 (configuration not stated) | 1.8
28 | O=C1CC2(CCCC2)C(=O)N1c1ccc(S(=O)(=O)NCC2CC2)cc1Cl | -0.79
29 | Cc1c2n(c3ccccc13)CC/C2=N\O | 0.89
30 | Cc1cc2nnc(-c3ccccc3Cl)n2[nH]1 | -0.33
31 | Cc1ccc(S(=O)(=O)CCSc2nnc(-c3ccco3)n2C)cc1 | -2.2
32 | CSc1ccccc1NC(=O)c1cc2n(n1)C(C(F)(F)F)CC(c1ccc3c(c1)OCO3)N2 (configuration not stated) | 0.83
33 | Cc1ccc2c(C)c(C(=O)N(Cc3ccccc3)C3CCS(=O)(=O)C3)oc2c1 (configuration not stated) | 1.1
34 | O=C(CSCc1c(F)cccc1Cl)NCc1ccc2c(c1)OCO2 | 1.3
35 | Cc1c(S(=O)(=O)Nc2ccccc2C(=O)NCC2CC2)sc2ccc(Cl)cc12 | -0.69
36 | CCOC(=O)CSc1nnc(-c2ccc(C)cc2)o1 | 2.8
37 | c1ccc(CN=C2SC(=Nc3ccccc3)C3=C2CCCC3)cc1 | -0.66
38 | Cc1cccc(C2CC(=O)Oc3c2c(=O)n(C)c2ccccc32)c1 (configuration not stated) | 1.4
39 | CCc1nc(N)nc2c1C(=O)CC(C)(C)C2 | -2.8
40 | Cc1cccc(-n2c(N)c(C#N)c3nc4ccccc4nc32)c1C | -0.92
41 | COc1ccc(-c2ccc3c(n2)sc2c(O)cc(=O)[nH]c23)cc1OC | -1.4
42 | CCOC(=O)NC(Nc1ccc(S(=O)(=O)Nc2ccc(OC)nn2)cc1)(C(F)(F)F)C(F)(F)F | -1.1
43 | O=C(NC(=S)Nc1cc(-c2ccccc2)[nH]n1)c1ccccc1 | -3.6
44 | CN1CCN(c2c(F)cc3c(=O)c(C(=O)O)cn(CCF)c3c2F)CC1 | 0.31
45 | O=C(CSc1nc2ccccc2[nH]1)Nc1ncc(Br)s1 | -2.4
46 | Cc1ccc([N+](=O)[O-])c(NC(=O)c2ccc(Cl)cc2)c1C | -1.7
47 | CCOC(=O)N1CCCN=C1NNc1cc(Cl)ccc1OC | -1.3
48 | Cc1nc2ccc(Cc3ccc4nc(C)oc(=O)c4c3)cc2c(=O)o1 | 1.1
49 | COc1ccc(/C=N/Nc2nc(-c3ccccc3)cs2)cc1 | 2.3
50 | COc1ccc(-c2nc3n(n2)C(c2cccc(OC)c2OC)C2=C(CCCC2=O)N3)cc1 (configuration not stated) | 1.8
51 | Cc1cc(C(F)(F)F)n2ncc(-c3cccc(Cl)c3)c2n1 | 0.33
52 | COc1ccc(OCC2c3cc(OC)c(OC)cc3CCN2C(=O)c2cccc(Cl)c2)cc1 (configuration not stated) | -0.98
53 | CCOC(=O)CSc1nc(C)c2cc(C)c(C)cc2n1 | 2.4
54 | O=C(Oc1ccc2c(c1)oc(=O)c1ccccc12)c1ccc(F)cc1 | -0.25
55 | NCCc1nnc(SCc2ccccc2)o1 | 0.07
56 | COc1ccc(CCNC(=O)c2cc(F)c(N(C)C)c(F)c2)cc1OC | -0.82
57 | COc1cc2c(cc1OC)C(=O)N(Cc1cccc(Cl)c1)CC2 | -2.4
58 | O=C(Cc1c(F)cccc1Cl)NC(=O)NCCc1c(F)cccc1Cl | -2.2
59 | C=C(C)Cn1c(NCCO)nc2c1c(=O)[nH]c(=O)n2C | -0.09
60 | CC1(C)CC(=O)C(c2c[nH]c3ccccc23)C(=O)C1 | -1.3

Remaining list, next part.
no. | mol | Dicer processing
61 | CC(C)(C)NC1=C(C#N)C(=O)NC(c2ccccc2O)S1 (configuration not stated) | 3.9*
62 | COC(=O)CC(=O)CSc1nc(C)c(C)cc1C#N | -2
63 | Cn1c(SCc2ccc(Cl)cc2)nnc1-c1ccc(OCC(F)(F)F)nc1 | -0.55
64 | CNC(=O)NC(=O)CSc1nnc(Cc2ccccc2)n1-c1ccc(Cl)cc1 | -1.2
65 | C#CCN1C(=O)C(O)(CC(=O)c2ccc(C(C)C)cc2)c2cc(Br)ccc21 (configuration not stated) | 0.67
66 | CC1=C(C(=O)OC2CCCC2)C(c2cccc(O)c2)C2=C(CC(C)(C)CC2=O)N1 (configuration not stated) | 6.3
67 | CCCOC(=O)C1=C(C)NC2=C(C(=O)CCC2)C1c1ccc(OC)c(Br)c1 (configuration not stated) | -0.62
68 | O=C(Nc1ccc(S(=O)(=O)Nc2nccs2)cc1)c1sc2cc(Cl)ccc2c1Cl | -0.04
69 | Cc1cc(=O)n(C(NC(=O)c2ccccc2)C(=O)c2ccccc2)cn1 (configuration not stated) | 1.8
70 | Cc1c(C)n(C(=O)CSc2nc(O)cc(=O)[nH]2)c2ccccc12 | -1.2
71 | Cc1cc(-c2ccccc2)nc2oc3c(c12)NC(=O)CN(c1ccccc1)C3=O | 0.65
72 | CC(C)Oc1ccc(C2N3CC4(C)CN2CC(C)(C3)C4=O)cc1 (configuration not stated) | 0.16
73 | O=C1Nc2ccc(S(=O)(=O)Nc3ccc4oc(=O)sc4c3)c3cccc1c23 | 1.5
74 | COC(=O)c1c(NC(=O)c2cncc(Br)c2)sc2c1C(C(=O)OC)CC2 (configuration not stated) | 0.79
75 | Cn1c(=O)c2c3nc4cc(Cl)c(Cl)cc4cc3c(=O)n(C)c2n(C)c1=O | -0.3
76 | Cc1cc(C)n(Cc2ccc(Cl)cc2)c(=O)c1C#N | -0.9
77 | O=C1CCCCC1Sc1nc2ccccc2s1 (configuration not stated) | 0.26
78 | Cn1c(-c2ccc(F)cc2)cnc1NCc1ccc(Br)cc1 | 3.7
79 | COCCOC(=O)c1c(C)oc2ccc(OC(=O)c3ccc(OC)c(OC)c3)cc12 | 5.2
80 | CC(=O)NC(=N/N=C(\C)c1ccc(Br)cc1)NC(C)=O | 0.7
81 | Cc1noc(C)c1S(=O)(=O)N(Cc1ccccn1)Cc1ccccn1 | -0.22
82 | CSc1nnc(-c2sc3nc(C)cc(C)c3c2N)n1Cc1ccccc1 | -0.89
83 | O=C(CS(=O)(=O)c1ccc(C(F)(F)F)cn1)NNC(=O)Nc1ccccc1 | 0.12
84 | O=C(c1cccs1)N1CCc2ccccc2C1 | 3.7*
85 | CSc1nnc(Nc2ccccc2)n1-c1ccccc1 | 1.4
86 | CCNc1cc(N(C)C)nc(Oc2ccc(OCCOc3ccccc3C)nn2)n1 | 0.6
87 | COc1ccc(C2C(C#N)=C3N=C(N)c4ccccc4N3C3=C2C(=O)CC(C)(C)C3)c(OC)c1 (configuration not stated) | 3
88 | Cc1cc(C)c(C#N)c(Sc2ccc(Cl)cc2)n1 | -0.54
89 | O=C(NNC(=S)Nc1ccc(S(=O)(=O)N2CCCCC2)cc1)c1ccncc1 | -0.91
90 | Cc1ccc(C2CC(C(F)(F)F)n3nc(C(=O)NCc4c(C)nn(C)c4C)c(Cl)c3N2)cc1 (configuration not stated) | -1.2

In the list so far, 5 contain a furan ring, fused or not:
no. | mol | Dicer processing
17 | COc1ccc(OC)c(C(=O)c2coc3ccc(O)c(CN(C)C)c23)c1 | 0.83
31 | Cc1ccc(S(=O)(=O)CCSc2nnc(-c3ccco3)n2C)cc1 | -2.2
33 | Cc1ccc2c(C)c(C(=O)N(Cc3ccccc3)C3CCS(=O)(=O)C3)oc2c1 (configuration not stated) | 1.1
71 | Cc1cc(-c2ccccc2)nc2oc3c(c12)NC(=O)CN(c1ccccc1)C3=O | 0.65
79 | COCCOC(=O)c1c(C)oc2ccc(OC(=O)c3ccc(OC)c(OC)c3)cc12 | 5.2

(listing goes on)
no. | mol | Dicer processing
91 | O=C(O)Cc1ccc2c(c1)OCCO2 | -1.1
92 | Nc1cc(S(N)(=O)=O)ccc1Cl | 0.82
93 | CSC1=N/C(=C\c2ccccc2Cl)C(=O)N1N(C)C | 1.1
94 | COCCNC(=O)c1nn2c(C(F)(F)F)c3c(nc2c1Cl)-c1ccccc1CC3 | 4.7*
95 | c1cc(CN2CCN(Cc3ccncc3)CC2)ccn1 | 11
96 | Oc1c(CN2CCOCC2)cc(-c2ccccc2)cc1CN1CCOCC1 | 53
97 | Cc1cc(C)c2c(n1)sc1c(=O)n(/N=C/c3ccccc3Cl)nnc12 | -0.64
98 | COc1ccc(-c2noc(C(c3ccccc3)c3ccccc3)n2)cc1 | 0.06
99 | COC(=O)c1oc2c(c1C)-c1nc3ccccc3nc1C(C)(C)C2 | -1.8
100 | O=S(=O)(c1ccc(Cl)cc1)N1CCCc2ccccc21 | 0.24
101 | CCCCn1c2ccc(F)cc2c2nnc(SCCN3CCOCC3)nc21 | -2.3
102 | COc1ccc(Nc2ncnc3sc(-c4ccccc4)cc23)c(OC)c1 | 8.4*
103 | COC(=O)C1=C(C)Nc2nc3ccccc3n2C1c1ccccc1F (configuration not stated) | -0.42
104 | O=C(NNC(=O)c1cccs1)NC(=O)c1ccccc1Cl | -2
105 | N=C(N)C12CC3CC(CC(C3)C1)C2 | 0.06
106 | CCN(CC)Cc1nc2ccccc2[nH]1 | 3.4*
107 | O=C(CCSc1nnc2scc(-c3ccccc3)n12)Nc1nsc(-c2ccccc2)n1 | 1.1
108 | CCOc1cc(S(=O)(=O)n2c(C)nc3ccccc32)ccc1F | -0.5
109 | Cc1cc(C(=O)Nc2cc(C(F)(F)F)ccc2N2CCOCC2)nn1-c1ccccc1 | 1.7
110 | Cc1ccc(S(=O)(=O)N2CCN(c3nc(C)nc4sc5c(c34)CCCC5)CC2)cc1 | -1.5
111 | CCOc1ccc(C2c3c(oc4cc(C)c(C)cc4c3=O)C(=O)N2c2nccs2)cc1OC (configuration not stated) | 2.3
112 | N#Cc1c(C(F)(F)F)cc(-c2cccs2)nc1SCc1csc(-c2cccs2)n1 | 10
113 | CCOC(=O)C(=CNc1cc(C(F)(F)F)cc(C(F)(F)F)c1)C(=O)OCC | -0.27
114 | COc1ccc(N2C(=O)CC(Sc3nc(C)c4ccccc4n3)C2=O)cc1 (configuration not stated) | 1.7
115 | CCCN(CCC)S(=O)(=O)c1ccc(C(=O)Nc2c(Cl)c(Cl)cc(Cl)c2Cl)cc1 | -5
116 | Brc1ccc(-c2csc(Nc3ccncc3)n2)cc1 | 32
117 | C=CCc1c(CCC)nc(SCc2ccc(F)cc2)[nH]c1=O | 2.3
118 | CCOC(=O)C(NC(=O)c1cccc(Cl)c1)(OCc1ccc(F)cc1)C(F)(F)F (configuration not stated) | -0.32
119 | CCCCCCc1c(O)nc(SCC(=O)O)[nH]c1=O | 5.7*
120 | CC1(C)CC(=O)C2=C(C1)Nc1nonc1NC2c1cccc(Cl)c1 (configuration not stated) | -1.2
121 | CC(=O)Nc1ccc(S(=O)(=O)Oc2ccccc2Cl)cc1 | -1.1
122 | OC1(c2ccc(Cl)cc2)CCN(Cc2cn[nH]c2-c2ccccc2)CC1 | -1.4
123 | COc1ccc(C2CC(=O)C3=C(C2)Nc2ccccc2NC3c2cc(F)ccc2F)cc1 (configuration not stated) | 4*
124 | CCOc1ccc2c(=O)c(-c3ccc(OC)c(OC)c3)c(C(F)(F)F)oc2c1 | 0.67
125 | COc1ccc(OCC(=O)N2CCc3ccccc32)cc1 | 1.9
126 | c1ccc2c(-c3nnc(-c4ccc5nccnc5c4)o3)cccc2c1 | 0.11
127 | O=C1C2ON(c3ccccc3)C(c3ccccc3O)C2C(=O)N1c1ccc(Cl)cc1 (configuration not stated) | -2
128 | O=C1CC(NCc2ccc3c(c2)OCO3)C(=O)N1c1ccc2c(c1)OCO2 (configuration not stated) | -2.3
129 | N=C(N)c1cc(C(F)(F)F)cc(C(F)(F)F)c1 | 1.3
130 | CCOC(=O)C1=C(C)NC2(O)c3ccccc3C(=O)C12O (configuration not stated) | -4.2

Source: PubChem (Center for Chemical Genomics, University of Michigan)
